Source: PubChem (several laboratories)
P. falciparum M1AAP: P. falciparum M1AAP inhibitors, biochemical, fluorogenic H-Leu-NHMec substrate, 1536-well (AID 1445); recombinant M1AAP, H-Leu-NHMec fluorogenic kinetic assay; higher % means a stronger effect; inhibition, % at 30 µM; hits with a dose series show IC50 in µM; 220,000 compounds, 0.42% hits;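 active means primary inhibition above the hit cutoff, then over 50% inhibition at one or more dose response concentrations, cut at about 23% in these data, passing the limit was not always enough; inconclusive means conflicting primary data, or primary hits not chosen for dose response; inactive means low primary inhibition, or under 50% at every dose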;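 further: plate controls were DMSO full reaction for no effect and no enzyme background for full effect; strong numbers were not always called active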
XIAP antagonists: small molecules displacing peptide from XIAP – biochemical, IAP family, fluorescence polarization (AID 1018). displacement, % at 20 µM; hits with a dose series show IC50 in µM. 200,000 compounds, 0.007% hits. XIAP BIR domain, fluorescence polarization peptide displacement; higher % means a stronger effect; in the data active means displacement above about 50%; further: a part of the inactive calls stands beside numbers as strong as those of hits
West Nile antiviral: West Nile virus antiviral activity, cell-based, CPE readout (AID 1621). West Nile virus-infected cells, CPE inhibition; higher % means a stronger effect. CPE inhibition, % at 10 µM; hits with a dose series show IC50 in µM. 290,000 compounds, 0.02% hits; in the data active means a potency from the dose series; inconclusive means CPE inhibition mostly from about 3.7% at the one dose, without a potency; inactive means the rest, 99 in 100 with CPE inhibition below about 2.2%; further: strong numbers were not always called active
PMI inhibition: human PMI inhibitors, high substrate, primary screen, biochemical, fluorescence intensity, high mannose 6-phosphate (AID 1220); 190,000 compounds, 0.66% hits; recombinant PMI enzyme, coupled fluorescence intensity; higher % means a stronger effect; one-dose inhibition, % at 20 µM; IC50 in µM for titrated hits; in the data active means inhibition above about 50%
Siah-1 displacement: Siah-1 peptide-binding antagonists, primary screen, biochemical, fluorescence polarization, rhodamine-plectin, uHTS (AID 1817) | Siah-1 / rhodamine-plectin peptide fluorescence polarization; higher % means a stronger effect | one-dose displacement, % at 20 µM; IC50 in µM for titrated hits | 290,000 compounds, 0.02% hits;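 active means displacement of at least 50% at 20 µM, with a fluorescence ratio check between 0.3 and a set limit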;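 further: plate controls were Siah plus tracer with DMSO for no effect and tracer alone without Siah for full effect; strong numbers were not always called active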
Yfh1-off respiration: mitochondrial function rescue without frataxin homolog – Friedreich's ataxia, plus single-dose screen, dose response (AID 1465). S. cerevisiae Yfh1-off respiration, WST-1 reduction, 72 h; higher fold induction means a stronger effect. fold induction at 50 µM; hits with a dose series show EC50 in µM. 220,000 compounds, 0.074% hits;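 active means fold induction of absorbance versus untreated yeast above a set limit, then at least 30% activation at any dose in follow-up; inconclusive means repeats straddling the limit, or above it without dose testing; inactive means fold induction below the set limit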;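 further: activators that raise dye reduction in frataxin-depleted yeast; strong numbers were not always called active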
ER stress rescue: protection against thapsigargin-triggered cell killing – 384-well, CSM14.1, ATP luminescence, primary screen (AID 1222); CSM14.1 thapsigargin-induced death rescue, ATP luminescence; higher % means a stronger effect; one-dose cellular ATP content (survival), % at 20 µM; EC50 in µM for titrated hits; 190,000 tested, under 10 active;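 active means EC50 below 50 µM in the dose-response confirmation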;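 further: death triggered by thapsigargin at about 15 µM added after 2 h compound pretreatment; cell ATP read after overnight thapsigargin exposure of roughly 18 to 22 hours; normalized against plate controls of thapsigargin alone and 5% DMSO vehicle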
P. falciparum M17LAP: P. falciparum M17LAP inhibitors, primary screen, biochemical, fluorogenic H-Leu-NHMec substrate, 1536-well (AID 1619). inhibition, % at 30 µM, or IC50 in µM where a hit was titrated. recombinant M17LAP, H-Leu-NHMec fluorogenic kinetic assay; higher % means a stronger effect. 220,000 compounds, 0.38% hits;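 active means compound inhibiting the enzyme by more than half at any dose during confirmatory dose-response retesting; inconclusive means strong single-dose inhibitors picked by rank but not retested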;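 further: plate controls were full reaction with DMSO carrier for no effect and no enzyme background for full effect; strong numbers were not always called active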
PhoP inhibition: PhoP-dependent GFP reporter repression – Salmonella Typhimurium, primary screen (AID 1863) | S. Typhimurium PhoP-regulated promoter GFP reporter, 4 h; higher % means a stronger effect | inhibition, % at 50 µM, or IC50 in µM where a hit was titrated | 300,000 compounds, 0.16% hits;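 active means inhibition over 29.93%, a cutoff 3 SD above the screen mean, later confirmed by dose response; inconclusive means inhibition over 29.93% but no dose response follow-up; inactive means inhibition at most 29.93% or unconfirmed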;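 further: 0% = low Mg2+ inducing control and 100% = high Mg2+ repressing control; strong numbers were not always called active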
An asterisk follows results filed as active; i = inactive; ? = inconclusive; nt = not tested or not shown.

No.	SMILES	P. falciparum M1AAP	XIAP antagonists	West Nile antiviral	PMI inhibition	Siah-1 displacement
1	Fc1ccc(CCNCc2cccc(Cl)c2)cc1	0%	-3.1%	-0.8%	11%	-3%
2	COc1ccc(N2C(=O)/C(=C/c3cc(C)n(-c4ccc(C)cn4)c3C)C(=O)NC2=S)c(OC)c1	18%	-5.6%	0.1%	-40%	18%
3	CCOCCc1c(O)[nH]c(=S)[nH]c1=O	-1%	-2.6%	0.3%	nt	0%
4	C=CCN1C(=O)NC(=O)/C(=C/c2cccn2C)C1=O	4%	-2.5%	0.2%	0%	5%
5	COc1ccc(C(=O)C2CCCN(Cc3ccccn3)C2)c(OC)c1 (centres undefined)	0%	2.9%	-0.8%	nt	-2%
6	O=C1Nc2ccccc2Sc2ccccc21	0%	-3.6%	-0.3%	-4%	7%
7	O=C1C2CCCC1C(N1CCCC1)CC2 (centres undefined)	-3%	-4.1%	-0.1%	-3%	5%
8	O=c1[nH]c(=S)[nH]c(O)c1/C=N/N1CCOCC1	6%	nt	-0.4%	nt	-2%
9	CSCCC(N=Cc1c(O)n(-c2ccc(Br)cc2)c(=O)[nH]c1=O)C(=O)OC(C)(C)C (centres undefined)	4%	-7.2%	-0.3%	5%	-1%
10	COc1ccc(CC2(CCc3ccncc3)C(=O)NC(=O)NC2=O)cc1OC	4%	7.8%	1.1%	11%	3%

No.	Yfh1-off respiration	ER stress rescue	P. falciparum M17LAP	PhoP inhibition
1	i	1.0%	7%	32%
2	i	10%	14%	-3%
3	i	3.6%	15%	2%
4	i	-0.8%	16%	0%
5	i	-0.3%	5%	13%
6	i	1.5%	-2%	-3%
7	i	-1.5%	-21%	11%
8	i	nt	14%	-13%
9	i	0.4%	-6%	-10%
10	i	-0.2%	8%	-2%

(further entries)
No.	SMILES	P. falciparum M1AAP	XIAP antagonists	West Nile antiviral	PMI inhibition	Siah-1 displacement
11	CCn1ccnc1CN1CCCC(C(=O)c2ccc(SC)cc2)C1 (centres undefined)	1%	-1.2%	-1.1%	-1%	-3%
12	O=C1NC(=O)C(=Cc2ccccc2OCCOc2ccc([N+](=O)[O-])cc2)C(=O)N1	29%	-4.7%	0.0%	-12%	-1%
13	Cc1ccccc1N1C(=O)NC(=O)/C(=C/c2ccc(N3CCOCC3)o2)C1=O	12%	nt	-0.1%	nt	4%
14	CCN1/C(=C\C=C\C2=[N+](CC)c3ccccc3C2(C)C)C(C)(C)c2ccccc21	12%	77%	nt	-16%	102%
15	O=c1c2ccccc2nc(-c2ccc([N+](=O)[O-])cc2)n1-c1ccccc1	6%	-6.4%	-0.5%	-8%	-9%
16	CC(C(N)=O)N1CC(c2ccc(Cl)cc2)CC1=O (centres undefined)	3%	-2.7%	0.1%	-2%	5%
17	Cc1ccccc1-n1c(-c2ccco2)nc2ccccc2c1=O	8%	2.8%	0.1%	-1%	5%
18	Cc1nn(Cc2ccccc2Cl)c(Cl)c1C(=O)OCC(=O)NC(=O)NC1CCCCC1	3%	-7.6%	0.2%	23%	0%
19	COc1ccn(C)c(=O)c1C#N	-3%	-1.2%	-0.2%	-2%	1%
20	COc1ccc(CC2C(=O)N(c3ccccc3)C(=O)N(c3ccccc3)C2=O)c(OC)c1	6%	-2.5%	-0.1%	-36%	2%

No.	Yfh1-off respiration	ER stress rescue	P. falciparum M17LAP	PhoP inhibition
11	i	1.3%	0%	4%
12	i	-1.0%	37%	0%
13	>100µM*	nt	29%	-29%
14	nt	-2.2%	27%	-226%
15	i	-1.2%	0%	-3%
16	i	-1.2%	1%	-4%
17	i	-1.1%	18%	1%
18	i	2.4%	-3%	-1%
19	i	-1.6%	-5%	1%
20	i	3.1%	46%	-2%

Fetched one by one from the list above, three records:
No.	SMILES	P. falciparum M1AAP	XIAP antagonists	West Nile antiviral	PMI inhibition	Siah-1 displacement
12	O=C1NC(=O)C(=Cc2ccccc2OCCOc2ccc([N+](=O)[O-])cc2)C(=O)N1	29%	-4.7%	0.0%	-12%	-1%
14	CCN1/C(=C\C=C\C2=[N+](CC)c3ccccc3C2(C)C)C(C)(C)c2ccccc21	12%	77%	nt	-16%	102%
13	Cc1ccccc1N1C(=O)NC(=O)/C(=C/c2ccc(N3CCOCC3)o2)C1=O	12%	nt	-0.1%	nt	4%

No.	Yfh1-off respiration	ER stress rescue	P. falciparum M17LAP	PhoP inhibition
12	i	-1.0%	37%	0%
14	nt	-2.2%	27%	-226%
13	>100µM*	nt	29%	-29%

Continuation:
No.	SMILES	P. falciparum M1AAP	XIAP antagonists	West Nile antiviral	PMI inhibition	Siah-1 displacement
21	CC(=O)c1cc(C#N)c(N2CCN(C)CC2)nc1C	1%	-3.4%	0.6%	12%	1%
22	CCOC(=O)c1cc(C)sc1/N=C/C1C(=O)NC(=S)NC1=O	1%	-10%	-0.7%	-42%	2%
23	O=C(Nc1c(F)cc(F)cc1F)c1cccn(Cc2ccccc2)c1=O	4%	-2.3%	-1.5%	6%	4%
24	O=C(N/N=C/c1c(O)n(Cc2ccc(F)cc2)c(=O)[nH]c1=O)c1ccccc1O	20%	-4.6%	-0.1%	-22%	-12%
25	O=C1NC(=O)N(c2ccc(Br)cc2)C(=O)/C1=C/c1ccsc1	7%	-4.9%	0.1%	-30%	1%
26	CCCCn1c(O)c(/C=N/NC(=O)c2ccncc2)c(=O)[nH]c1=S	21%	nt	0.3%	nt	-14%
27	CCOCCCn1c(N)c(C(=O)Nc2sc3c(c2C(=O)OC)CCCC3)c2nc3ccccc3nc21	5%	-1.8%	1.7%	62%*	-3%
28	Cc1ccc(Cn2c(C)c3cnn(CC(=O)N4CCC5(CC4)OCCO5)c(=O)c3c2C)cc1	11%	-5.3%	nt	3%	2%
29	O=C(CNS(=O)(=O)c1ccc(Br)s1)N1CCC2(CC1)OCCO2	16%	-2.3%	0.3%	5%	0%
30	Cc1c(N=Cc2c(O)n(Cc3ccco3)c(=O)[nH]c2=O)c(=O)n(-c2ccccc2)n1C	7%	-2.2%	0.5%	-1%	-1%

No.	Yfh1-off respiration	ER stress rescue	P. falciparum M17LAP	PhoP inhibition
21	i	0.4%	5%	-13%
22	i	1.7%	10%	-1%
23	i	0.5%	2%	5%
24	i	-2.4%	45%	-4%
25	i	-5.5%	34%	5%
26	i	nt	24%	-16%
27	i	-0.6%	-39%	-1%
28	nt	-1.6%	22%	-1%
29	i	-1.3%	-15%	-1%
30	i	nt	51%	10%

Following part:
No.	SMILES	P. falciparum M1AAP	XIAP antagonists	West Nile antiviral	PMI inhibition	Siah-1 displacement
31	CC(=O)O[C@@H]1[C@H]2CC[C@@H]3[C@]1(C[C@@H](OC(C)=O)[C@@]1(O)C([C@@H]4O[C@@H]4C1(C)C)[C@]3(C)O)C[C@@]2(C)O (some centres undefined)	2%	-1.4%	0.1%	-7%	4%
32	Cc1cc(Cl)ccc1C(=O)C1CCCN(Cc2ccon2)C1 (centres undefined)	7%	-1.7%	-1.5%	1%	-2%
33	Nc1nnc(CCN2CCCCC2)s1	0%	-7.0%	0.3%	-11%	2%
34	O=c1cc(CN2CC=C(c3ccccc3)CC2)c2c(ccc3ccccc32)o1	14%	-0.7%	0.0%	6%	0%
35	CCC(=NCc1ccco1)c1c(O)n(-c2ccccc2)c(=O)[nH]c1=O	2%	-2.5%	-0.6%	-1%	5%
36	O=C1NC(=O)N(c2ccc3c(c2)OCO3)C(=O)/C1=C\c1ccsc1	3%	nt	0.3%	nt	12%
37	CC[N+](CC)(CC)CCCOC(=O)C(O)(c1ccccc1)C1CCCCC1 (centres undefined)	11%	-3.0%	0.4%	5%	0%
38	CCCCC1(CN2CCCC2=O)C(=O)NC(=O)NC1=O	-1%	-2.4%	0.0%	5%	-1%
39	CC(=O)N(C1=NCCCS1)c1ccc(Cl)cc1	5%	-6.9%	0.2%	-4%	-6%
40	CCC[N+]12CCC(CC1)C(=C(c1ccccc1)c1ccccc1)C2	8%	-1.7%	-0.5%	6%	1%

No.	Yfh1-off respiration	ER stress rescue	P. falciparum M17LAP	PhoP inhibition
31	i	1.7%	-7%	3%
32	i	-0.7%	-4%	6%
33	i	-1.9%	-6%	3%
34	i	4.7%	-8%	0%
35	i	0.8%	11%	-12%
36	i	nt	12%	-7%
37	i	-0.8%	8%	-1%
38	i	-2.1%	-1%	6%
39	i	-0.2%	-2%	-4%
40	i	0.0%	-4%	-11%

Continuation:
No.	SMILES	P. falciparum M1AAP	XIAP antagonists	West Nile antiviral	PMI inhibition	Siah-1 displacement
41	Cc1ccc2c(c1)C1CN(C)CCC1N2C(=O)Cn1cnc2c1c(=O)n(C)c(=O)n2C (centres undefined)	nt	-0.9%	nt	6%	0%
42	CCOCCN1CCC(OC(C)=O)C(C)C1 (centres undefined)	8%	-0.9%	-0.2%	-4%	4%
43	CCOC(=O)c1c(/N=C/C2C(=O)NC(=S)NC2=O)sc2c1CCC2	16%	-6.5%	-0.8%	-106%	10%
44	O=C(N/N=C/c1c(O)n(Cc2ccccc2)c(=O)[nH]c1=O)c1ccncc1	?	nt	0.1%	nt	3%
45	O=C(c1cc2nc(-c3ccccc3)cc(-c3ccccc3)n2n1)N1CCC2(CC1)OCCO2	6%	-3.3%	0.5%	21%	-4%
46	O=C(N/N=C/c1c(O)n(CCc2ccc(F)cc2)c(=O)[nH]c1=O)c1ccccc1	-9%	nt	0.1%	nt	-7%
47	Nc1nonc1C(=O)N/N=C/c1ccc([N+](=O)[O-])o1	14%	9.9%	-1.1%	19%	10%
48	COc1ccc(/C=N/N=C(/N)N[N+](=O)[O-])c(OC)c1	12%	-5.1%	0.1%	5%	3%
49	CC(=O)OC1N=C(c2ccccc2Cl)c2cc(Br)ccc2N(C)C1=O (centres undefined)	8%	nt	-0.3%	nt	1%
50	COc1ccc(C(=O)C2CCCN(Cc3cccc(C)n3)C2)c(OC)c1 (centres undefined)	5%	nt	-0.9%	nt	0%
51	CCN(c1ccc(C(O)(C(=O)OC)C(F)(F)F)cc1)S(=O)(=O)c1ccccc1 (centres undefined)	-4%	1.4%	0.5%	13%	-2%

No.	Yfh1-off respiration	ER stress rescue	P. falciparum M17LAP	PhoP inhibition
41	nt	-1.5%	nt	nt
42	i	-0.4%	3%	-3%
43	i	0.5%	25%	-16%
44	i	nt	34%	-3%
45	i	nt	-10%	-1%
46	i	nt	-1%	-10%
47	i	1.6%	33%	-17%
48	i	1.6%	29%	0%
49	i	nt	9%	-7%
50	i	nt	11%	-10%
51	i	0.5%	2%	-5%

Only part of the results is shown; rates above refer to the full screens.
